From PubChem BioAssay
TRHR enhancer: allosterically enhances the human TRH receptor. AID 493056. P34981. enhancement, % at 2 µM. 0.66% of 360,000 active. TRHR cells, fluo-8 calcium fluorescence, EC20 TRH enhancement; in the data active = enhancement above about 30%; also: 0% is about no effect
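Enhancer read-out: after compound pinning and an initial kinetic agonist-mode read, an EC20 of TRH (10 nM final) was injected and fluo-8 calcium signal (Ex 480/Em 530) followed at 1 s/cycle for 100 cycles in TRHR-expressing cells.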
D1 PAM: enhances dopamine response at the human D1 receptor; P21728; HEK293 TREx D1 cells, calcium flux, dopamine EC20 potentiation; potentiation, % at 10 µM; 0.036% of 360,000 active; AID 504651; in the data active = potentiation above about 30%; also: 0% is about no effect
Target sequence (P21728 whole entry, looked up): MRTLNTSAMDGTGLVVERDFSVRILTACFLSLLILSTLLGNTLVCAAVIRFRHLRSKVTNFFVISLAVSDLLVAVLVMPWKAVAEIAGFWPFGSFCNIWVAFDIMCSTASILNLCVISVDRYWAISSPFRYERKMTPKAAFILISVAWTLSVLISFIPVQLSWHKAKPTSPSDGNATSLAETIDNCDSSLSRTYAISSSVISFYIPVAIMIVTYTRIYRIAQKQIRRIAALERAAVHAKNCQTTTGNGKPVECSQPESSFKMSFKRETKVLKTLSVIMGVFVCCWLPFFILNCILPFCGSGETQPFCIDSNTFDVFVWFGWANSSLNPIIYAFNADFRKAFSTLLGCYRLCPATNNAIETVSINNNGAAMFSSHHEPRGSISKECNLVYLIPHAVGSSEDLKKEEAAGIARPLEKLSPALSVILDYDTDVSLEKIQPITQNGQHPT
Apoferritin bind: binds horse apoferritin like a general anesthetic | Potency, µM (top dose mostly 77.5 µM), inactives show at the highest dose activity change, negative = displacement, most hits filed as inhibitors | apoferritin/1-aminoanthracene competitive binding, fluorescence | 0.074% of 350,000 active | P02791; also: potency is read from the fitted curve at half-maximal effect; % is scaled to controls: 0 for no effect and ±100 for the full control effect; nearly all actives have a fitted effect of over 20% in size
Target sequence (P02791 2-175 limits assumed): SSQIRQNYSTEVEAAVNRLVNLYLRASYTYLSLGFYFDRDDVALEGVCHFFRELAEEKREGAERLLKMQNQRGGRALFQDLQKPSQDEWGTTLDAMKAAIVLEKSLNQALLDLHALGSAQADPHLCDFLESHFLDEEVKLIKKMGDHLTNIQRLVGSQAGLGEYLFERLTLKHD
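Concentration-response curves derived by four-parameter Hill fitting of normalized fluorescence, where compounds displaced 1-AMA from 10 uM horse apoferritin following a brief 10 min room-temperature incubation; propofol titration acted as positive control.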
D2 potentiator: positive allosteric modulators of human D2 dopamine receptor; HEK293 T-REx D2, calcium flux, EC20 dopamine potentiation; 0.34% of 340,000 active; AID 485347; potentiation, % at 10 µM;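 active = potentiation over 3 SD above the plate norm, cut at about 30% in these data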; also: 0% is about no effect
Target sequence (P14416 whole entry, looked up): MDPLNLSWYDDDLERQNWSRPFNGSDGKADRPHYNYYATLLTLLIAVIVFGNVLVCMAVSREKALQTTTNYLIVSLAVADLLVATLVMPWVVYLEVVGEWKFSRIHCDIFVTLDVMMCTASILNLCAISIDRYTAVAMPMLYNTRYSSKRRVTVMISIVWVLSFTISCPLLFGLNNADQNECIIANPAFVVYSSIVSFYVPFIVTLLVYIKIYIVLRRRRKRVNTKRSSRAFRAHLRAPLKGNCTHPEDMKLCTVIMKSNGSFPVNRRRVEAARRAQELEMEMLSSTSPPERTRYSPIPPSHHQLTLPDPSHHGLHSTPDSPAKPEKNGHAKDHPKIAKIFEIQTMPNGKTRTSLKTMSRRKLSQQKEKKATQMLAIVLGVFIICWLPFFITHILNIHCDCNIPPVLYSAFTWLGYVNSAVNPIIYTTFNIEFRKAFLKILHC
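Using a no-wash calcium dye in inducible, force-coupled HEK293 Trex cells expressing D2, we tracked fluorescence each second for 180 s after compound, then for 180 s after EC20 dopamine to detect augmented signalling.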
D1 agonist: human D1 receptor agonism | activation, % at 2 µM | 1% of 360,000 active | HEK293 T-REx D1 cells, calcium flux, agonist mode; in the data active = activation above about 30%; also: 0% is about no effect
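Agonism was scored from calcium flux recorded over 180 s (1 read/s) after pintool compound addition, following a 10-cycle baseline. Cells were inducible force-coupled HEK293 TREx D1, plated overnight at 30 C and loaded with no-wash calcium dye.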
TRHR ag: activates the human TRH receptor; TRHR cells, calcium flux fluo-8, FDSS agonist mode; activation, % at 2 µM; 0.18% of 360,000 active; AID 493084; in the data active = activation above about 30%; also: 0% is about no effect
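TRHR-expressing cells, plated overnight in medium with 10% serum, were loaded with fluo-8 calcium dye at room temperature. After a 10 s baseline, library compound was pin-added and calcium release was recorded kinetically (ex 480/em 530) as agonist response.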
D1 antag: antagonists of human D1 dopamine receptor. P21728. HEK293 TREx D1 cells, calcium flux, dopamine EC80; active compounds read low. activity change, negative = inhibition, % at 10 µM. 3.2% of 360,000 active. AID 504652; in the data active = activity change below about -30%; also: % is scaled to controls: 0 for no effect and ±100 for the full control effect
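Allosteric or orthosteric antagonism assessed as attenuation of the calcium response to EC80 dopamine, added 180 s after compound, in induced HEK293 Trex D1 cells loaded with no-wash calcium dye.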
RXFP1 antag: RXFP1 (human) relaxin receptor antagonism; Q9HBX9; HEK293-RXFP1, relaxin-stimulated cAMP HTRF, 30 min; active compounds read low; activity change, negative = inhibition, % at 57.5 µM; 0.59% of 350,000 active;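 active = activity change of -60% or lower, but not beyond a set lower limit; inconclusive = change between -60% and -40%, or beyond the set limit; inactive = change above -40%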; also: % is scaled to controls: 0 for no effect and ±100 for the full control effect
RXFP1 agonist: activates the human relaxin receptor RXFP1; 0.3% of 370,000 active; AID 2676; Potency, µM (highest dose often 57.5 µM), without a hit: at the highest dose activation, most hits filed as activators; HEK293T-RXFP1 cAMP TR-FRET, 30 min; response scale: percent of porcine relaxin response, buffer zero; also: potency is read from the fitted curve at half-maximal effect; % is scaled to controls: 0 for no effect and ±100 for the full control effect; nearly all actives have a fitted effect of over 60% in size; many of its hits are not listed in these tables
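cAMP rise read by TR-FRET after 30 min, 37C compound exposure (up to 58 uM) in RXFP1-transfected HEK293 cells with Ro 20174 present. EC50 from Hill-equation fits, with 29 nM porcine relaxin as 100% and buffer as basal.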
Active calls of the source: *; ? = inconclusive; / = no result given. Unless noted, calls follow the shape of the dose curve; as a rule, active = well fitted curve in the direction sought with a large enough effect; inconclusive = small, poorly fitted or top-dose-only effect, or another doubt; inactive = no such curve, though single readings can be large; an effect the other way counts as inactive or inconclusive. An excerpt (hit frequency here may not be typical).

SMILES	TRHR enhancer	D1 PAM	Apoferritin bind	D2 potentiator	D1 agonist	TRHR ag	D1 antag	RXFP1 antag	RXFP1 agonist
Cc1cc(NC(=O)Nc2ccc(Cl)cc2)no1	5	-3	-6%	-10	4	1.1	-10	-8	-0.1%
O=C(NCCS(=O)(=O)c1ccc(Br)cc1)c1ccc(Cl)cc1	0	-2	-8%	-8	3	-0.3	0	6	0.3%
O=C(Nc1cccc2ccccc12)NC1Cc2ccccc2C1	2	-2	-2%	-8	1	0.4	-8	-5	-0.9%
O=[N+]([O-])c1ccc(C2(O)CN(c3ccccc3)C3=[N+]2CCS3)cc1 (centres undefined)	8	-4	-19%	17	12	-0.7	19	-15	-0.1%
CCOC(=O)C(NC(C)=O)C(=O)Nc1ccc(C(C)(C)C)cc1 (centres undefined)	-2	2	-19%	-1	3	-2.0	-3	-12	0.1%
O=C1/C(=C\c2cccnc2)CCc2ccccc21	-1	-1	-20%	14	-2	-0.6	15	-5	-0.2%
CCCCN(C)CCNC(=O)c1cc(=O)[nH]c2ccc(S(=O)(=O)N3CCCCCC3)cc12	3	-1	-2%	-9	-2	0.1	-24	-16	3.3%
Cc1ccc(NC(=O)C2C3/C=C\CCCCC32)cc1C (centres undefined)	-3	-4	-17%	-10	1	1.0	0	-5	3.9%
COc1cccc(N2CCN(C(=O)c3cc4ccc(OC)cc4[nH]3)CC2)c1	3	-3	-8%	/	2	-0.4	10	-15	-0.3%
COc1cc(OC)cc(C(=O)NC(=S)Nc2nnn(C)n2)c1	1	-12	3%	11	4	-0.3	7	2	2.5%
Brc1ccc(-c2nn3c(-c4ccccn4)nnc3s2)o1	-1	-1	-8%	-8	1	-1.2	5	-25	8.2%
Cc1cc(NC(=O)c2cc([N+](=O)[O-])cc([N+](=O)[O-])c2)n(-c2ccccc2)n1	-3	-4	3%	-3	9	1.0	-16	-3	2.7%
Cc1ccc(Cn2c(C)c3cnn(CC(=O)NC4CCCC4)c(=O)c3c2C)cc1	12	-9	?	15	0	-0.4	-14	-6	2.6%
CC(C)C(C(=O)Nc1ccc2c(c1)OCO2)N1C(=O)c2ccccc2C1=O (centres undefined)	16	-1	-2%	-1	2	-1.4	8	4	0.6%
COc1ccc2cc3cc(C(=O)NCc4cccs4)oc3nc2c1	0	-3	26%	2	0	-1.0	0	-6	3.2%

Pulled one by one from the list above, 5 records:
SMILES	TRHR enhancer	D1 PAM	Apoferritin bind	D2 potentiator	D1 agonist	TRHR ag	D1 antag	RXFP1 antag	RXFP1 agonist
O=C1/C(=C\c2cccnc2)CCc2ccccc21	-1	-1	-20%	14	-2	-0.6	15	-5	-0.2%
COc1cccc(N2CCN(C(=O)c3cc4ccc(OC)cc4[nH]3)CC2)c1	3	-3	-8%	/	2	-0.4	10	-15	-0.3%
Cc1ccc(NC(=O)C2C3/C=C\CCCCC32)cc1C (centres undefined)	-3	-4	-17%	-10	1	1.0	0	-5	3.9%
O=C(Nc1cccc2ccccc12)NC1Cc2ccccc2C1	2	-2	-2%	-8	1	0.4	-8	-5	-0.9%
O=[N+]([O-])c1ccc(C2(O)CN(c3ccccc3)C3=[N+]2CCS3)cc1 (centres undefined)	8	-4	-19%	17	12	-0.7	19	-15	-0.1%

Two of these compounds in a different format.
| Compound | TRHR enhancer | D1 PAM | Apoferritin bind | D2 potentiator | D1 agonist | TRHR ag | D1 antag | RXFP1 antag | RXFP1 agonist |
| --- | --- | --- | --- | --- | --- | --- | --- | --- | --- |
| Cc1ccc(NC(=O)C2C3/C=C\CCCCC32)cc1C (centres undefined) | -3 | -4 | -17% | -10 | 1 | 1.0 | 0 | -5 | 3.9% |
| O=C(Nc1cccc2ccccc12)NC1Cc2ccccc2C1 | 2 | -2 | -2% | -8 | 1 | 0.4 | -8 | -5 | -0.9% |

(continued)
SMILES	TRHR enhancer	D1 PAM	Apoferritin bind	D2 potentiator	D1 agonist	TRHR ag	D1 antag	RXFP1 antag	RXFP1 agonist
Cc1cccc(C(=O)OCC(=O)NNC(=O)c2cccs2)c1O	-1	-3	/	-4	2	-0.1	7	-13	-2.2%
Cc1ccc(S(=O)(=O)n2c3ccc(Cl)cc3c3nc(C)sc32)cc1	16	-1	1%	13	3	0.5	8	-4	0.3%
Cc1ccnc(NC(=O)CCCNC(=O)c2ccc(Cl)cc2)c1	-3	0	/	-1	-1	-0.2	-6	-4	0.4%
Cc1cc(C(=O)Cn2nc(C(=O)O)c3ccccc3c2=O)c(C)n1CCc1ccc(Cl)cc1	23	-4	-19%	5	5	0.5	-5	/	1.8%
CC(C)c1ccc(NS(=O)(=O)c2ccc(N3C(=O)CCC3=O)cc2)cc1	3	-1	1%	3	14	0.5	-28	-1	-0.3%
Cc1sc(NC(=O)CSc2nnc(-c3ccccc3)o2)c(C#N)c1C	0	-3	?	-7	2	-1.6	-3	-5	2.6%
O=C(NCCc1ccccc1)C(=O)Nc1ccc([N+](=O)[O-])cc1	0	-4	-3%	4	0	0.5	-12	-2	0.1%
COc1ccc(-c2csc(Nc3ncccn3)n2)cc1C	-8	0	3%	-2	2	0.5	-7	-6	3.4%
CCOc1ccc(Oc2ccccc2NC(=O)CN2C(=O)NC3(CCCC3)C2=O)cc1	-1	-1	/	0	3	-0.5	13	-3	-0.5%
CCCc1c(C(=O)O)cnn1-c1ccc(Cl)cc1	-3	-5	-12%	-18	4	-0.6	-27	6	0.2%
CCOc1ccc(CCNC(=O)COC(=O)CNS(=O)(=O)c2ccc(NC(C)=O)cc2)cc1OCC	3	2	/	2	1	0.1	5	-5	-0.4%
c1ccc(-n2nnnc2NCCCN2CCOCC2)cc1	-2	-6	-11%	6	3	-0.2	-19	-2	0.0%
CC(C)CNC(=O)C1CCN(CC2CCCCC2)CC1	-5	-1	-6%	1	1	0.2	-5	7	1.2%
CCC1CCCCN1C(=O)CSc1n[nH]c(-c2ccccc2Cl)n1 (centres undefined)	-2	0	?	13	4	-0.4	-3	-17	16%
CC(Oc1ccc(C(=O)NCCc2ccccc2)cc1)C(=O)O (centres undefined)	-1	-2	-1%	-3	1	1.1	-14	12	3.0%
O=C(Cc1cccs1)Nc1cc(S(=O)(=O)N2CCCCC2)ccc1Cl	0	-4	/	77*	1	1.0	-7	3	-1.6%
Cc1ccc(CN2CCN(c3ncccn3)CC2)o1	-10	-2	-9%	-26	3	-0.7	1	5	-0.8%
CCC1CN(C(=O)C2CCN(S(=O)(=O)c3c(C)noc3/C=C/c3ccccc3F)CC2)c2cc(Cl)ccc2O1 (centres undefined)	3	1	-13%	10	12	0.5	-2	-12	1.0%
CCCC1(c2ccccc2)NC(=O)N(CC(=O)Nc2sc(-c3ccccc3)cc2C(=O)OCC)C1=O (centres undefined)	15	-1	-18%	12	-1	-1.3	/	-7	28µM*
COCC(C)n1c(C)cc(C(=O)CSc2ccc(NC(C)=O)cc2)c1C (centres undefined)	0	4	-9%	-12	0	0.4	6	-9	1.6%
Cn1c2ccccc2c(=O)c2cc(C#Cc3ccccn3)ccc21	11	-2	-8%	/	-2	-0.6	11	/	14%
CN1CCN(c2ccc(S(=O)(=O)Nc3ccccc3)cc2[N+](=O)[O-])CC1	-5	0	-9%	-5	21	1.4	-47*	-5	0.0%
N#CC(c1nc2ccccc2nc1N1CCOCC1)S(=O)(=O)c1ccccc1 (centres undefined)	-1	-1	-4%	-3	3	-1.1	3	23	1.2%
CCC(C)NS(=O)(=O)c1ccc(NC(=O)C2CCN(C(=O)c3ccco3)CC2)cc1 (centres undefined)	-4	-7	4%	-3	-1	1.2	-6	-11	0.2%
COc1ccc(C2=C(C)C(=O)N(Cc3ccc(C(=O)Nc4cccc(F)c4)cc3)S2(=O)=O)cc1	2	-5	-4%	9	8	0.9	-7	-7	-0.3%
CC(C)C(=O)c1cn(CC(=O)NCC2CCCO2)c2ccccc12 (centres undefined)	-2	-4	-14%	7	0	1.7	3	-4	-1.3%
Cc1cc(C)cc(OCC(=O)NCc2nc(-c3ccccc3)no2)c1	-2	-3	?	13	26	-0.8	-58*	-8	1.9%
Cc1sc2nc(CSCC(=O)NC(C)(C)C)[nH]c(=O)c2c1C	6	-2	-11%	-5	4	0.4	13	-2	7.7%
COc1ccc2c(c1OC)C(=O)OC2N1C(=O)CC[C@H]1C(=O)Nc1ccc2c(c1)OCO2 (some centres undefined)	-4	0	-11%	-11	2	-0.1	-2	/	-1.4%
COC(=O)c1c(NC(=O)C(C)C)sc2c1CCN(Cc1ccccc1)C2	6	-4	5%	-23	2	-1.5	-7	-16	0.3%
CCOC(=O)Cc1c(C)nc2c(-c3ccccc3OC)c(C)nn2c1C	1	-3	-11%	-5	1	-0.8	-3	-2	-0.9%
CCCn1c(=O)c(C(=O)NCc2ccco2)c(O)c2ccccc21	5	1	-14%	4	4	0.6	14	6	?
COc1cccc(NC(=O)c2sc3nc(N4CCOCC4)c4c(c3c2N)CCCC4)c1	11	-3	4%	-11	3	-0.4	10	30	?
CC(C)[C@H](NC(=O)c1ccco1)C(=O)OCC(=O)N(C)c1ccccc1	0	2	5%	-9	1	-0.3	7	6	0.4%
CCN(CC)c1ccc(NC(=O)c2cc(C)nc3c2c(C)nn3-c2cccc(F)c2)c(C)c1	-1	2	0%	2	1	0.6	7	2	-2.6%
COc1cccc2cc(/C(C)=N/Nc3nc(-c4cc(C)ccc4C)cs3)c(=O)oc12	2	-2	4%	6	1	-0.4	8	-15	-0.2%
N#CCCN(Cc1ccccc1)C(=S)Nc1ccccc1	27	4	2%	17	0	0.2	-4	10	-0.1%
Cc1cccc(-n2nnnc2-c2cnccc2C(F)(F)F)c1C	-3	-3	-9%	9	6	-1.2	-4	-7	0.0%
Cc1ccnc(NS(=O)(=O)c2ccc(NC(=O)c3cc(=O)c4ccccc4o3)cc2)n1	-1	6	-4%	-6	1	0.2	-1	-4	8.3%
Cn1c(SCC#N)nnc1-c1cccnc1	1	-2	-7%	-3	1	0.0	3	4	4.0%
Cc1ccn2cc(-c3cccc(S(=O)(=O)N4CCCC4)c3)nc2c1	4	-1	-6%	/	-1	0.6	6	5	2.5%
O=C(NC(=S)NCc1ccccc1)c1ccc2c(c1)OCO2	-2	-11	-3%	-7	1	0.1	3	-4	1.8%
COc1ccc(-n2c(=O)[nH]cc(C(=O)Nc3ccccc3)c2=O)cc1	-1	-1	-12%	-6	-1	0.1	-12	/	1.9%
COc1ccc(C(=O)COC(=O)CCC(=O)Nc2ccc(C(C)=O)cc2)cc1	3	1	-4%	-5	2	0.3	-18	3	-1.4%
COc1ccc(NC(=O)c2nc(-n3nc(C)cc3C)ccc2Cl)cc1Cl	-11	1	-18%	2	4	-0.4	-28	-3	0.2%
O=C(COC(=O)c1nc(Cl)ccc1Cl)NCc1ccc(Cl)cc1Cl	-6	3	/	1	6	-0.3	-17	-9	2.9%
